# MITF primary: inhibitors of human MITF. 650,000 tested, 0.91% active. AID 1259374. O75030. inhibition, % at 2.6 µM. AlphaScreen MITF homodimerization, bead proximity signal; in the data active = inhibition above about 50%;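 note: 0% = vehicle wells with protein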
# TEAD-YAP inh: TEAD-YAP interaction inhibition | inhibition, % at 9.12 µM | 640,000 tested, 1.4% active | HEK-TIYL cells, TEAD-Gal4/YAP UAS-luciferase luminescence | AID 1259422; in the data active = inhibition above about 32%;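 note: 0% = median of test compound wells and 100% = reference inhibitor wells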
# GPR151 activ: activators of human GPR151. Q8TDV0. PathHunter beta-arrestin GPR151 cells, luminescence. activation, % at 11.2 µM. 650,000 tested, 1% active; in the data active = activation above about 4.9%;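 note: 0% = median of compound wells and 100% = cells with positive control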
# FBW7 activator: activators of human E3 ligase FBW7; Q969H0; AlphaScreen FBW7–phospho-cyclin E peptide binding, activator screen; 650,000 tested, 0.13% active; normalized activity (activation), % at 26.1 µM; in the data active = normalized activity above about 1.9%;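 note: purified mutant Fbw7 with reduced substrate affinity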
# Target sequence (Q969H0 whole entry, looked up): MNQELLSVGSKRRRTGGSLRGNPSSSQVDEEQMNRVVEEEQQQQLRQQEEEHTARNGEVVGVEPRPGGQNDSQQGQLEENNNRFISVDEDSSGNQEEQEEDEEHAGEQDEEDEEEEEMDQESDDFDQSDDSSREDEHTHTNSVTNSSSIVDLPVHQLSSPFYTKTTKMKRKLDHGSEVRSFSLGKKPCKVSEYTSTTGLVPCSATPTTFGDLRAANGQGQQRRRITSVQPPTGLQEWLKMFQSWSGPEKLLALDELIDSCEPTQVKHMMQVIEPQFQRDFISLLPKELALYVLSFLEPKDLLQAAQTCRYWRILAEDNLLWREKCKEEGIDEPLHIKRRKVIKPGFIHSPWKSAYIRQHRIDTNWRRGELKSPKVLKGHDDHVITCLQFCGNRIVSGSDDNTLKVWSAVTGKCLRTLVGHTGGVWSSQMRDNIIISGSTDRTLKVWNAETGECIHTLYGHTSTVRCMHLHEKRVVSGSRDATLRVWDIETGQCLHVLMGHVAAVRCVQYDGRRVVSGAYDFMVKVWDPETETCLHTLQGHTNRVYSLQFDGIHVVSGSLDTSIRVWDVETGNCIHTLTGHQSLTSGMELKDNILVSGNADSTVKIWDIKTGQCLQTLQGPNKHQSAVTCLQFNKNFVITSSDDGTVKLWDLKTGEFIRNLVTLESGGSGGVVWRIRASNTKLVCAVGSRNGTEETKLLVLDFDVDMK
# * marks the source's active call; other numbers are inactive results.
# The opening 4 compounds (preview)
[1] Nc1c(-c2nc(-c3ccccc3)no2)nnn1CC(=O)Nc1ccc(F)cc1
[2] COc1ccccc1-n1cc(C(=O)NCC(=O)N2CCN(c3cccc(Cl)c3)CC2)c2ccccc2c1=O
[3] COc1cccc(Cn2c(C)c(CNC3CCCC(C)C3C)c(C(=O)O)c2C)c1 (stereo not drawn)
[4] N#CCc1ccc(N=Cc2ccc(OC3CSC3)cc2)cc1
Compound	1	2	3	4
MITF primary	3	7	4	5
TEAD-YAP inh	-3	3	-4	10
GPR151 activ	0.6	0.7	-0.2	-0.3
FBW7 activator	0.0	0.0	-0.2	0.2

# The whole of this part, previewed entries included:
[1] Nc1c(-c2nc(-c3ccccc3)no2)nnn1CC(=O)Nc1ccc(F)cc1
[2] COc1ccccc1-n1cc(C(=O)NCC(=O)N2CCN(c3cccc(Cl)c3)CC2)c2ccccc2c1=O
[3] COc1cccc(Cn2c(C)c(CNC3CCCC(C)C3C)c(C(=O)O)c2C)c1 (stereo not drawn)
[4] N#CCc1ccc(N=Cc2ccc(OC3CSC3)cc2)cc1
[5] COC(=O)c1ccc(N2C(=O)CC(SCCN)C2=O)cc1 (stereo not drawn)
[6] CCCOc1ccccc1C1C(C(=O)OC2CCCC2)=C(C)NC2=C1C(=O)CC(C)(C)C2 (stereo not drawn)
[7] O=C(c1cccnc1)N1CCc2nc(-c3ccccc3)nc(N3CCCCCC3)c2C1
[8] O=C(Cc1ccc(F)cc1)Nc1nncs1
Compound	1	2	3	4	5	6	7	8
MITF primary	3	7	4	5	24	0	13	13
TEAD-YAP inh	-3	3	-4	10	-28	2	-4	-2
GPR151 activ	0.6	0.7	-0.2	-0.3	-0.3	-0.9	1.6	-0.5
FBW7 activator	0.0	0.0	-0.2	0.2	0.2	-0.1	0.1	0.4

[9] O=P(Cc1cc[n+]([O-])cc1)(c1ccccc1)c1ccccc1
[10] O=c1[nH]c2ccccc2c2ocnc12
[11] CCOC(=O)C1=C(C)N=c2s/c(=C\c3ccc4c(c3)OCO4)c(=O)n2C1c1ccc(OC)c(Br)c1 (stereo not drawn)
[12] CCOC(=O)c1c(-c2cc(Br)c(OC)c(Br)c2)oc2ccc(O)cc12
[13] Cc1ccc(-n2ncc3c(Nc4cccc(C(=O)O)c4)ncnc32)cc1
[14] CCOC(=O)CNC(=O)/C(=C\c1ccccc1)NC(=O)c1ccc(Br)cc1
[15] CC(C)OC(=O)C1=C(N)Oc2c(oc(CO)cc2=O)C1c1cccnc1 (stereo not drawn)
[16] O=C(CN(c1ccc(F)cc1)S(=O)(=O)c1ccccc1)NC1CC2CCC1C2 (stereo not drawn)
Compound	9	10	11	12	13	14	15	16
MITF primary	4	-6	-6	-23	4	9	-3	18
TEAD-YAP inh	3	5	2	3	-66	-13	5	6
GPR151 activ	2.4	0.9	0.1	-1.8	-6.5	-0.4	-0.6	-0.1
FBW7 activator	0.0	-0.1	0.0	0.0	0.8	0.1	-0.1	0.5

[17] C=CCn1c(C)cc(C(=O)COC(=O)/C(C#N)=C/c2ccco2)c1C
[18] C=CCOC(=O)C1=C(C)NC2=C(C(=O)CCC2)C1c1cc(Cl)c(O)c(OC)c1 (stereo not drawn)
[19] O=c1cc(-c2ccc(F)cc2)ncn1CCN1CCCCC1
[20] O=C(Nc1ccc(Cl)c(Cl)c1)/C(=C\c1cccc([N+](=O)[O-])c1)NC(=O)c1ccccc1Cl
[21] O=C(CSc1ncn[nH]1)c1ccc(Cl)cc1Cl
[22] c1ccc(OCCNc2ccnc(Nc3ccc(-n4ccnc4)cc3)n2)cc1
[23] CCCCN(C)C(=O)Cn1ncn2c(cc3sc(CC)cc32)c1=O
[24] CCOC(=O)c1ccc(Cn2c3cc([N+](=O)[O-])ccc3c3nn4cc(-c5ccc(Br)cc5)nc4nc32)o1
Compound	17	18	19	20	21	22	23	24
MITF primary	16	16	4	-11	17	12	-10	8
TEAD-YAP inh	-2	16	-12	9	-8	-5	-1	5
GPR151 activ	1.7	0.1	-0.7	-0.4	0.1	3.8	0.2	1.5
FBW7 activator	-0.1	0.4	0.0	-0.1	-0.1	-0.1	-0.1	0.0

[25] CCCCNc1ccc([N+](=O)[O-])cc1C(=O)N(C)c1ccccc1
[26] O=C1CC(c2ccccc2)CC2=C1C(c1ccc(F)c(F)c1)Nc1ccccc1N2 (stereo not drawn)
[27] O=C(O)C1C2C=CC(C2)C1C(=O)Nc1ccccc1Br (stereo not drawn)
[28] O=C(CCCSc1nc2ccccc2[nH]1)NNC(=O)COc1ccccc1F
[29] CCOC(=O)C1=C(C)NC(C)=C(C(=O)OCC)C1c1ccncc1
[30] CCc1ccc(-n2c(=S)sc3c(=O)n(-c4ccc(F)cc4)c(SCC(=O)NCC4CCCO4)nc32)cc1 (stereo not drawn)
[31] Cc1cc(NS(=O)(=O)c2ccc3c(c2)CC(=O)N3)ccc1Br
[32] Cc1ccc(S(=O)(=O)NCC(c2ccc3c(c2)CCCN3C)N2CCOCC2)cc1C (stereo not drawn)
Compound	25	26	27	28	29	30	31	32
MITF primary	0	-12	0	-1	-4	5	-14	-1
TEAD-YAP inh	-5	-1	1	4	-12	3	5	-4
GPR151 activ	1.1	-0.8	2.5	0.1	-0.2	-0.3	2.9	-0.6
FBW7 activator	-0.1	-0.2	0.1	0.2	0.2	-0.1	-0.3	-0.3

[33] C=CCOc1ccc(/C(O)=C2/C(=O)C(=O)N(Cc3cccnc3)C2c2ccc(Br)cc2)c(C)c1 (stereo not drawn)
[34] CCCCCCOc1ccc(N2C(=O)CC(N3CCN(C)CC3)C2=O)cc1 (stereo not drawn)
[35] CCOc1ccccc1NS(=O)(=O)c1ccc(OC)c(C)c1
[36] CC1=C(C#N)C(c2cc3c(cc2Br)OCO3)C2=C(CC(c3ccc(Cl)cc3)CC2=O)N1 (stereo not drawn)
[37] O=C(Nc1cccc(-c2nc3ccccc3o2)c1)c1ccc(Cl)c(Cl)c1
[38] Cc1ccc(CNC(=O)Cc2ccc(C)cc2)cc1
[39] CC(C)(C)C(=O)N1CC=C2C(C#N)=C(N)C(C#N)(C#N)C(c3ccoc3)C2C1 (stereo not drawn)
[40] Cc1ccc(NC(=O)C(CCC(N)=O)NC(=O)OCc2ccccc2)cc1C (stereo not drawn)
Compound	33	34	35	36	37	38	39	40
MITF primary	-5	9	17	-4	-4	7	12	0
TEAD-YAP inh	1	-8	4	-1	-7	15	-3	7
GPR151 activ	0.7	2.1	-0.8	1.0	0.4	0.5	1.4	0.6
FBW7 activator	0.1	0.1	1.2	-0.1	-0.1	-0.2	0.0	-0.4

[41] C=CCn1c(SCC(=O)Nc2ccc(S(=O)(=O)Nc3nccs3)cc2)nnc1-c1cccs1
[42] O=C(Nc1nnc(-c2ccncc2)o1)c1cccc(F)c1
[43] O=C(CSc1nnc(NC(=O)c2cccs2)s1)NC1=NCCS1
[44] Cc1nnc(CN(C)Cc2ccc(OCC(O)CN(C)Cc3ccccc3)cc2)o1 (stereo not drawn)
[45] COc1cccc(N2C(=O)c3ccc(C(=O)Nc4ccc(Br)cc4C(=O)O)cc3C2=O)c1
[46] CCc1nn(C(C)C(=O)O)c(=O)c2cc3sccc3n12 (stereo not drawn)
[47] CCOC(=O)Cn1c(=O)oc2cc(S(=O)(=O)N3CCC(C(=O)OCC)CC3)ccc21
[48] C/C(=N\Nc1ccc(S(=O)(=O)N2CCOCC2)cc1[N+](=O)[O-])c1ccc(Cl)s1
Compound	41	42	43	44	45	46	47	48
MITF primary	-8	3	21	8	4	-8	-2	-1
TEAD-YAP inh	5	-2	-1	8	-2	-7	-10	2
GPR151 activ	-0.9	-0.9	-0.6	3.0	-0.3	-0.6	1.8	-1.0
FBW7 activator	0.0	-0.2	0.0	0.0	0.1	0.2	0.0	0.0

# Full records from above. Screens in order: MITF primary | TEAD-YAP inh | GPR151 activ | FBW7 activator
# Listed for O=C(CSc1nnc(NC(=O)c2cccs2)s1)NC1=NCCS1 : 21 | -1 | -0.6 | 0.0
# Listed for CCOC(=O)Cn1c(=O)oc2cc(S(=O)(=O)N3CCC(C(=O)OCC)CC3)ccc21 : -2 | -10 | 1.8 | 0.0
# Listed for C=CCn1c(SCC(=O)Nc2ccc(S(=O)(=O)Nc3nccs3)cc2)nnc1-c1cccs1 : -8 | 5 | -0.9 | 0.0
# Listed for Cc1nnc(CN(C)Cc2ccc(OCC(O)CN(C)Cc3ccccc3)cc2)o1 (stereo not drawn) : 8 | 8 | 3.0 | 0.0
# Listed for C/C(=N\Nc1ccc(S(=O)(=O)N2CCOCC2)cc1[N+](=O)[O-])c1ccc(Cl)s1 : -1 | 2 | -1.0 | 0.0

# Additional entries.
[49] CC(C)OCCCNC(=S)NNC(=O)c1ccc(Cl)c(Cl)c1
[50] CC(C)CCC(O)(CCC(C)C)C(=O)NN(C(=O)Nc1ccccc1)c1ccccc1
[51] COc1ccc(CCNc2cc(C)nc(Nc3cccnc3)n2)cc1
[52] CCOC(=O)c1ccc(NC2=NS(=O)(=O)c3ccccc32)cc1
[53] NC(=O)c1ccsc1NC(=O)c1cccc(F)c1
[54] COc1cccc(N(C(=O)c2csnn2)C(C(=O)NC2CCCC2)c2ccccc2)c1 (stereo not drawn)
[55] c1ccc(Oc2ccc(Nc3ccnc(Nc4cccnc4)n3)cc2)cc1
[56] Cc1c(NC(=O)CN(c2cccc(Cl)c2)S(C)(=O)=O)c(=O)n(-c2ccccc2)n1C
Compound	49	50	51	52	53	54	55	56
MITF primary	7	-1	6	3	6	2	7	5
TEAD-YAP inh	-3	3	2	-4	-50	1	9	7
GPR151 activ	-0.3	-0.2	1.0	-0.3	-0.4	0.4	1.9	0.5
FBW7 activator	-0.2	-0.1	-0.1	-0.1	-0.1	0.0	0.1	0.1

[57] Cc1cc(Cl)ccc1NC(=O)c1ccccc1N(C)S(C)(=O)=O
[58] CN1C(=O)N(C(=O)c2c(F)cccc2F)c2cccnc2N1C
[59] O=C(O)COc1ccccc1/C=N/NC(=O)COc1ccc(Cl)cc1Cl
[60] O=C(O/N=C/c1ccc(Br)cc1)c1ccc([N+](=O)[O-])cc1[N+](=O)[O-]
[61] CCOC(=O)c1cnn(-c2nc3ccccc3s2)c1N
[62] COc1ccc(/C=C(/C#N)C(=O)Nc2ccc(O)cc2)cc1C(=O)O
[63] COc1ccc(C2=NN(C(=O)CSc3nnc(CNC(=O)c4ccco4)n3CCc3ccccc3)C(c3ccc(C)cc3)C2)cc1 (stereo not drawn)
[64] CCCCCSc1nnc2c(n1)OC(c1ccc(N(C)C)cc1)N(C(C)=O)c1ccccc1-2 (stereo not drawn)
Compound	57	58	59	60	61	62	63	64
MITF primary	6	9	2	8	-6	12	6	2
TEAD-YAP inh	-3	12	5	-8	13	2	2	-3
GPR151 activ	0.9	-0.3	1.1	0.4	-0.5	0.8	-0.2	-1.2
FBW7 activator	-0.4	0.4	0.1	-0.1	0.0	0.3	-0.1	-0.1

[65] COc1ccc(/C=C(\C#N)C(=O)N2CCCc3ccccc32)cc1
[66] CCCCNC(=O)C1CCN(C(=O)Nc2ccc(C)cc2)CC1
[67] CCc1ccccc1N(CC(=O)OC)S(C)(=O)=O
[68] NC(=O)C(=O)/C=C1\NC2(CCCC2)Cc2ccccc21
[69] COc1ccc2c(c1)SC(C)C(=O)N2Cc1ccccc1C (stereo not drawn)
[70] Cc1nn(-c2ccccc2)c2sc(C(=O)OCC(=O)Nc3ccc(C(N)=O)cc3)cc12
[71] COC(=O)c1cc2sccc2n1C(C)C(=O)N(C)c1ccc(F)cc1 (stereo not drawn)
[72] COc1ccc(CCC(=O)c2c(O)cc(O[C@@H]3O[C@H](CO)[C@@H](O)[C@H](O)[C@H]3O[C@@H]3O[C@@H](C)[C@H](O)[C@@H](O)[C@H]3O)cc2O)cc1O
[73] c1ccc(Oc2ccc(Nc3nc(Nc4ccccn4)nc4c3ncn4C3CCCCC3)cc2)cc1
[74] Cc1cccc(CSc2nnc(-c3ccncc3)o2)c1
[75] CCOC(CNC(=O)c1ccc2c(c1)nc(C)n2-c1ccc(OCc2ccccc2)cc1)OCC
Compound	65	66	67	68	69	70	71	72	73	74	75
MITF primary	22	3	0	-8	8	4	5	17	4	-9	-14
TEAD-YAP inh	16	6	1	1	7	2	-4	-2	8	1	2
GPR151 activ	-1.2	0.5	0.1	0.2	0.5	-0.4	-0.9	-1.1	1.9	1.0	3.9
FBW7 activator	0.2	-0.1	-0.1	-0.3	0.1	0.0	0.0	0.0	0.1	-0.8	0.0
